Screening results as filed in PubChem BioAssay.
K1F lysis inhibition = inhibition of K1F phage lysis, E. coli UTI89, bacterial capsule biogenesis inhibitors, alamar blue (AID 488966) | E. coli UTI89 K1F phage lysis, alamar blue, 2 h; higher % means a stronger effect | inhibition, % at 100 µM, or IC50 in µM where a hit was titrated | 340,000 tested, 0.02% active;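 active means phage lysis inhibition, versus mean bacterial control, above a set limit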;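 further: capsule biogenesis inhibitors block K1F phage lysis so surviving cells raise fluorescence; higher fluorescence means more inhibition of phage lysis; actives were called in the ten point dose series up to 300 µM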
Lipid droplet = hepatic lipid droplet formation modulation; inhibition, % at 6.5 µM; AID 1656; 240,000 tested, 0.4% active; AML12 mouse hepatocytes, oleate lipid droplets, BODIPY imaging;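 active means lipid droplet intensity inhibited by at least 50%, with more than 500 cells counted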
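Assay system: AML12 hepatocytes (mouse) / Also added: 100 µM oleic acid challenge / Times: overnight treatment with compound plus oleate / Detection: high-content imaging of BODIPY-stained droplets and DAPI nuclei / Evaluation: % inhibition of lipid droplet signal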
Siah-1 displacement = blockers of Siah-1 interaction with plectin peptide – biochemical, fluorescence polarization, rhodamine-plectin, uHTS, primary screen (AID 1817); Siah-1 / rhodamine-plectin peptide fluorescence polarization; higher % means a stronger effect; displacement, % at 20 µM, or IC50 in µM where a hit was titrated; 290,000 tested, 0.02% active;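 active means displacement of at least 50% at 20 µM, with a fluorescence ratio check between 0.3 and a set limit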;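 further: plate controls were Siah plus tracer with DMSO for no effect and tracer alone without Siah for full effect; strong numbers were not always called active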
Lipid droplet cells 6.5 µM = recorded beside Lipid droplet, whose call it bears; cell count; measured here: cell count, cytotoxicity flag;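 cells counted across two imaged fields per well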
* = called active by the depositor; i = inactive; [ ] = dose if it differs, or a comment. This is a subset; the hit share may differ from the screen's.

Under each structure: K1F lysis inhibition, Lipid droplet, Lipid droplet cells 6.5 µM, Siah-1 displacement
1	CC(OC(=O)Cc1ccc(Br)cc1)C(=O)NC1CCCCC1C (stereo not given)
    0.0%, 2, 750, -1%
2	Cc1c(CCC(=O)NCCCn2ccnc2)c(=O)oc2c(C)c3occ(C(C)(C)C)c3cc12
    -0.1%, -15, 714, -3%
3	Cc1cc(C)n2nc(CNS(=O)(=O)c3ccc(F)cc3)nc2n1
    6.2%, -1, 712, 5%
4	CC(C)c1ccc(NC2CCCN(C(=O)CSc3nncn3C)C2)cc1 (stereo not given)
    0.3%, 0, 705, 3%
5	COc1ccc(C(C)=O)cc1CC(=O)N(Cc1ccccc1)c1ccccc1
    -0.5%, -12, 707, 4%
6	O=C(NC1CCCN(Cc2ccc(Cl)cc2)C1)C1CCC1 (stereo not given)
    0.2%, -11, 810, -5%
7	COc1ccc(/C=N/NS(=O)(=O)c2ccc(F)cc2)cc1CN1CCSCC1
    -0.1%, -2, 833, 0%
8	CCC(Sc1nnc(-c2ccco2)n1C)C(=O)Nc1nnc(C)s1 (stereo not given)
    1.7%, -5, 797, 0%
9	CC(C)CS(=O)(=O)C1=NSC2=NC(=O)/C(=C\c3ccc(OC(=O)c4ccco4)cc3)C(=N)N21
    i, -7, 691, 1%
10	Cc1ccc(N(C(=O)c2ccco2)C(C(=O)NC2CCCC2)c2cccnc2)cc1 (stereo not given)
    -0.8%, -7, 746, 10%
11	Nc1c(N(CCC2=CCCCC2)C(=O)C2CC2)c(=O)[nH]c(=O)n1Cc1ccccc1
    1.0%, 2, 823, -3%
12	O=C(NCC(=O)N(c1cccnc1)C(C(=O)NC1CCCCC1)c1ccccc1F)c1ccco1 (stereo not given)
    0.1%, -6, 728, 5%
13	Cc1cc(NC(=O)COc2ccccc2C)ccc1NC(=O)c1cccs1
    0.3%, 14, 789, -2%
14	CC(=O)c1cccc(CN2CCCC(N3CCN(c4ccccc4F)CC3)C2)c1 (stereo not given)
    -0.2%, -8, 801, -1%
15	Cn1ccnc1SCC(=O)Nc1ccc2c(c1)OCCO2
    -0.1%, -4, 704, -4%
16	CC(=O)Nc1cc2c(cc1NC(=O)Cn1nc(-c3ccccc3)ccc1=O)OCCO2
    -0.2%, 5, 771, -5%
17	COC(=O)C(Cc1ccccc1)NC(=O)CNC(=O)c1sc2ccccc2c1Cl (stereo not given)
    -0.6%, 12, 755, 4%
18	O=C(CSc1ccc(-c2ccccn2)nn1)Nc1ccc(F)c(F)c1
    0.0%, -11, 679, 3%
19	CCCCNC(=O)Cn1nc(-c2ccc(C)cc2)ccc1=O
    0.0%[50 µM], 4, 839, 5%
20	O=C(Nc1nnc(S(=O)(=O)N2CCCC2)s1)c1ccccc1F
    0.2%, 17, 749, 4%

A draw from above in order of length of the SMILES, ascending:
Under each structure: K1F lysis inhibition, Lipid droplet, Lipid droplet cells 6.5 µM, Siah-1 displacement
6	O=C(NC1CCCN(Cc2ccc(Cl)cc2)C1)C1CCC1 (stereo not given)
    0.2%, -11, 810, -5%
8	CCC(Sc1nnc(-c2ccco2)n1C)C(=O)Nc1nnc(C)s1 (stereo not given)
    1.7%, -5, 797, 0%
4	CC(C)c1ccc(NC2CCCN(C(=O)CSc3nncn3C)C2)cc1 (stereo not given)
    0.3%, 0, 705, 3%
5	COc1ccc(C(C)=O)cc1CC(=O)N(Cc1ccccc1)c1ccccc1
    -0.5%, -12, 707, 4%
16	CC(=O)Nc1cc2c(cc1NC(=O)Cn1nc(-c3ccccc3)ccc1=O)OCCO2
    -0.2%, 5, 771, -5%
9	CC(C)CS(=O)(=O)C1=NSC2=NC(=O)/C(=C\c3ccc(OC(=O)c4ccco4)cc3)C(=N)N21
    i, -7, 691, 1%

Later entries
Under each structure: K1F lysis inhibition, Lipid droplet, Lipid droplet cells 6.5 µM, Siah-1 displacement
21	CCN1CCN(c2c(S(=O)(=O)c3ccc(C)c(C)c3)cnc3ccc(F)cc23)CC1
    7.7%, -1, 705, -1%
22	Cc1ccc(Nc2nc(-c3cccnc3)cs2)cc1C
    0.1%, -13, 784, 2%
23	COc1ccc(NC(=O)CSc2n[nH]c(=O)n2Cc2ccccc2)cc1Cl
    0.0%, -19, 789, 5%
24	CCC(C)[C@H](NC(=O)[C@@H]1CSC2c3ccccc3C(=O)N21)C(=O)NCc1ccco1 (stereo not given in full)
    0.1%, -6, 764, 14%
25	Cc1ccsc1C(=O)NC(C)c1ccccc1 (stereo not given)
    0.2%, -3, 780, 3%
26	CCCC(C(=O)Nc1ccncc1)c1ccccc1 (stereo not given)
    0.9%, 10, 719, -4%
27	Cc1ccc(CNC(=O)c2ccccc2NC(=O)CN2CC(C)OC(C)C2)cc1 (stereo not given)
    0.0%, 0, 826, 12%
28	O=C(NC1CCCC1)C(c1ccc(Cl)cc1)N(C(=O)c1csnn1)C1CC1 (stereo not given)
    -0.1%, -11, 755, 2%
29	CCOC(=O)n1cc(C(=O)c2ccccc2O)cn1
    -0.1%, -2, 796, 13%
30	CC1CCN(C(=O)C(=O)c2cn(CC(=O)N3CCCCCC3)c3ccccc23)CC1
    0.1%, 21, 737, -3%
31	CCOC(=O)c1ccc(NC(=O)c2cccc3c2C(=O)N(CC2CCCO2)C3)cc1 (stereo not given)
    -0.5%, 10, 798, -2%
32	O=C(CCc1nnc2ccc(NCc3ccco3)nn12)Nc1cccc(F)c1
    6.4%, -2, 738, -11%
33	CC(CCN1CCN(c2ccc(F)cc2)CC1)c1ccccc1 (stereo not given)
    -0.2%, 2, 857, -2%
34	Cc1cccc2[nH]c(CCNC(=O)C3CCC(=O)N(CCc4cccc(F)c4)C3)nc12 (stereo not given)
    0.6%, 0, 671, 2%
35	Cc1ccc2nc(NCCc3ccc(Cl)cc3)c3nncn3c2c1
    0.2%, 2, 722, -3%
36	CCOC(=O)c1cc(S(=O)(=O)N2CCN(c3ccccc3OC)CC2)cn1C
    4.8%, -12, 723, 6%
37	O=C1NC(NS(=O)(=O)c2ccccc2)(C(F)(F)F)C(=O)N1Cc1ccccc1 (stereo not given)
    0.2%, 14, 806, -2%
38	CCCCN(C(=O)c1ccc(S(=O)(=O)N(CC)CC)cc1)c1c(N)n(CCC)c(=O)[nH]c1=O
    0.2%, -7, 723, 2%
39	CCc1ccc2nc(N(CCN(C)C)C(=O)c3ccc4ccccc4c3)sc2c1
    0.3%, -2, 737, 5%
40	O=C(NCCc1cnc[nH]1)Nc1cccc(C(F)(F)F)c1
    0.7%, -7, 823, -3%
41	CCCC1(c2ccccc2)NC(=O)N(CC(=O)NCc2ccc(OC)cc2)C1=O (stereo not given)
    -0.1%, 2, 812, 4%
42	O=C(CCC1CCCN(C(=O)c2cccnc2)C1)NCc1ccccc1F (stereo not given)
    0.8%[50 µM], -30, 689, -5%
43	Cc1cc2c(NCCc3ccccc3)ncnc2s1
    0.0%, -105, 703, -8%
44	CC(=O)N1c2ccc(S(=O)(=O)N3CCCC(C(=O)Nc4ccc(C)cc4C)C3)cc2CC1C (stereo not given)
    2.0%, -7, 763, 8%
45	O=C(Nc1ccc(C(=O)N2CCCCC2)cc1)c1ccccc1Cl
    1.9%[50 µM], 3, 794, 4%
46	CCN1CCN(c2nc3c(C)cccn3c(=O)c2/C=C(\C#N)C(=O)NC)CC1
    0.5%, 4, 833, 3%
47	CN(C)CCCN(C(=O)c1ccc(S(=O)(=O)N2CCCCCC2)cc1)c1nc2c(F)cccc2s1
    1.8%[50 µM], -8, 718, -2%
48	Cc1cccc(N2CCN(C(=O)c3ccnn3C)CC2)c1C
    -0.2%, -3, 804, 1%
49	COc1ccc(NC2CCCN(C(=O)c3cccc(N(C)C)c3)C2)cc1 (stereo not given)
    0.3%, -19, 690, 1%
50	Cc1ccc(OCC(=O)N2CCc3ccccc3C2)c(C)c1
    0.3%, 12, 820, 0%
51	Cc1cc(C)c(C)c(OCCn2ccnc2)c1
    0.7%, -3, 831, -6%
52	N/N=C(\c1ccccc1)c1cc(Cl)ccc1N
    -0.9%, -6, 751, 7%
53	N#C/C(=C\c1ccccc1)C(=O)NCc1ccc(F)cc1
    1.2%, -6, 839, 1%
54	CCC1CCCCN1CCCNC(=O)c1ccc2c(c1)N(Cc1c(F)cccc1Cl)C(=O)CS2 (stereo not given)
    0.1%, -7, 661, 11%
55	Cc1cccc(N2CCN(C(=O)NCc3ccc(F)cc3)CC2)c1C
    0.1%, -2, 800, 0%
56	CC(=O)N1CCc2cc(S(=O)(=O)CCC(=O)Nc3ccccc3F)ccc21
    0.3%, -8, 733, 11%
57	Cc1c(CC(=O)O)c(=O)oc2c(C)c(OCc3ccccc3)ccc12
    -1.7%[50 µM], -1, 812, 2%
58	Cc1ccc(C(C(=O)NCc2ccccc2)N(C(=O)c2ccccn2)c2ccccc2)o1 (stereo not given)
    -0.1%, 12, 812, 4%
59	O=C(c1ccc(Cl)c(S(=O)(=O)N2CCCCC2)c1)N1CCN(c2ccccc2)CC1
    0.2%, -11, 642, 3%
60	CC1CC(C)CN(S(=O)(=O)c2ccc3c(c2)oc(=O)n3CC(=O)NCCCOC(C)C)C1 (stereo not given)
    0.2%, 2, 715, 10%

Reprinted at random: 5 entries already listed.
Under each structure: K1F lysis inhibition, Lipid droplet, Lipid droplet cells 6.5 µM, Siah-1 displacement
60	CC1CC(C)CN(S(=O)(=O)c2ccc3c(c2)oc(=O)n3CC(=O)NCCCOC(C)C)C1 (stereo not given)
    0.2%, 2, 715, 10%
17	COC(=O)C(Cc1ccccc1)NC(=O)CNC(=O)c1sc2ccccc2c1Cl (stereo not given)
    -0.6%, 12, 755, 4%
23	COc1ccc(NC(=O)CSc2n[nH]c(=O)n2Cc2ccccc2)cc1Cl
    0.0%, -19, 789, 5%
15	Cn1ccnc1SCC(=O)Nc1ccc2c(c1)OCCO2
    -0.1%, -4, 704, -4%
20	O=C(Nc1nnc(S(=O)(=O)N2CCCC2)s1)c1ccccc1F
    0.2%, 17, 749, 4%

Carrying on:
Under each structure: K1F lysis inhibition, Lipid droplet, Lipid droplet cells 6.5 µM, Siah-1 displacement
61	COc1ccc(-c2nc(CS(=O)(=O)CC(=O)NCc3ccc(F)cc3)c(C)o2)cc1
    0.8%, -1, 714, -2%
62	COc1ccc2cc(OCC(=O)NNC(=O)Nc3ccc(C(C)=O)cc3)ccc2c1
    1.5%[50 µM], -8, 699, 44%
63	CC1CCN(C(=O)CSc2nc(N)c(NC(=O)c3ccccc3)c(=O)[nH]2)CC1
    -0.2%, -1, 866, 1%
64	CCOc1cccc(/C=C/c2ccc3cccc(O)c3n2)c1OC
    0.1%, 1, 808, -8%
65	Cc1cccc(OCC(=O)NNS(=O)(=O)c2ccccc2F)c1
    -0.1%, 8, 682, 7%
66	Cc1c(C(=O)N2CCCC2)c(S(=O)(=O)NCCc2ccccc2)c(C)n1C
    -0.3%, -29, 767, 1%
67	C=CCn1c(CNS(=O)(=O)c2ccc(Cl)cc2)n[nH]c1=S
    2.4%[50 µM], 0, 846, 8%
68	C[C@@H]([C@@H](O)c1ccccc1)N(C)C(=O)C(N)Cc1ccccc1 (stereo not given in full)
    -0.9%, -1, 720, 0%
69	CCn1c(=O)cc(OCC(=O)NC2CC2)c2ccccc21
    0.1%, 0, 725, -2%
70	CC(=O)N1c2ccc(S(=O)(=O)N3CCCCC3)cc2CC1C (stereo not given)
    -0.1%, -2, 636, 1%
71	C/C(=N\NC(=O)c1ccc(Cl)cc1)c1cccnc1
    0.0%, -20, 819, 3%
72	Cc1cc(=O)oc2cc(OCC(=O)NC(Cc3c[nH]c4ccc(O)cc34)C(=O)O)c(Cl)cc12 (stereo not given)
    4.0%, 0, 776, 2%
73	C/C(CC(=O)Nc1cccc(Cl)c1Cl)=N\NC(=O)C(=O)N1CCCC1
    -0.1%, -16, 797, 1%
74	O=C(c1cc(COc2ccc(F)cc2F)on1)N1CCN(C2CCCC2)C(=O)C1
    3.0%[50 µM], -1, 882, 16%
75	COc1ccc(CNC(=O)C2CCC(=O)N(CCCN3CCCC3=O)C2)c(OC)c1 (stereo not given)
    0.1%, 0, 701, 1%
76	Cc1c(CCC(=O)NCC(=O)O)c(=O)oc2cc3occ(-c4ccccc4)c3cc12
    -0.2%[50 µM], 7, 826, 3%
77	Cc1cc(C)nc(SCC(=O)c2ccc(F)cc2F)n1
    0.2%, 2, 817, -12%
78	O=C1CCCCN1CC(=O)N1CCCC(Nc2ccc(F)c(F)c2)C1 (stereo not given)
    0.7%, -6, 731, 2%
79	Cc1cc(S(=O)(=O)Nc2cccc(C(=O)O)c2)c(C)c(S(=O)(=O)c2ccc(Cl)cc2)c1
    0.1%, 1, 804, 3%
80	CC(C)c1ccc(C2c3[nH]c4ccccc4c3C[C@H]3C(=O)N(c4ccccc4C(=O)N4CCC(C(=O)O)CC4)C(=O)N23)cc1 (stereo not given in full)
    -5.6%, -1, 793, -5%
81	Cc1ccc(NC(=O)N2CCCC2C(=O)Nc2c(C)cc(C)cc2C)cc1 (stereo not given)
    0.2%, -2, 809, 0%
82	COc1ccccc1N1CCN(C2CCCN(Cc3ccc(Cl)cc3)C2)CC1 (stereo not given)
    -0.9%, -4, 755, 0%
83	N#Cc1ccccc1NC(=O)COC(=O)CCc1ccccc1
    -1.0%, -26, 708, -1%
84	CCOc1ccccc1CNC(=O)CN1C(=O)CSc2ccc(S(=O)(=O)N3CCOCC3)cc21
    2.1%, -8, 715, 1%
